# E coli RNAP – E. coli RNAP inhibitors, biochemical; DNA-directed RNA polymerase subunit beta (Escherichia coli (strain K12)), P0A8V2; E. coli RNA polymerase, fluorescence transcription assay; inhibition, %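 (tested at 10 µM)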; 62,000 compounds, 0.2% hits; AID 559, 2006; in the data active means inhibition above about 20%;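 further: 0% = enzyme without compound and 100% = no enzyme blank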
# SF-1 act – activators of human SF-1, primary screen, cell-based, CHO-K1, Gal4-SF-1 LBD, luciferase luminescence; Steroidogenic factor 1 (Homo sapiens), Q13285; CHO-K1 Gal4-SF-1 LBD luciferase reporter; % increase over DMSO SF-1-specific signal; activation, % at 10 µM; 65,000 compounds, 1.9% hits;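 active means activation above the mean activation of all tested compounds plus 3 SD, cut at about 50% in these data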
# Target sequence (Q13285 whole entry, looked up, the tested form may be a part): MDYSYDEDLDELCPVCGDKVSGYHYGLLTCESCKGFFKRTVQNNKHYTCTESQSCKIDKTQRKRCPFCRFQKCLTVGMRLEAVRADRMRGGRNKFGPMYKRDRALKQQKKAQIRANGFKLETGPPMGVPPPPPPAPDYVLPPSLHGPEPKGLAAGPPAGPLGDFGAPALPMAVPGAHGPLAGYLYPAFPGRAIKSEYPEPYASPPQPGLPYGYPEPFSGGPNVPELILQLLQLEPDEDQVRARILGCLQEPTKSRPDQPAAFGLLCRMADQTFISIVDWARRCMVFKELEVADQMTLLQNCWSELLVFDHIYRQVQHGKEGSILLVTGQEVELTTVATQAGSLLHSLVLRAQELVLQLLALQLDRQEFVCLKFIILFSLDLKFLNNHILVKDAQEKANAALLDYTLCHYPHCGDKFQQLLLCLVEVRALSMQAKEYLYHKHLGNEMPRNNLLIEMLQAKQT
#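 Material: Gal4–SF-1 LBD one-hybrid luciferase reporter in CHO-K1 cells | Amount: 4,000 cells per well | Compound dosing: 10 µM single point, 1% DMSO | Schedule: 20 h compound treatment, 37 °C | Measured by: SteadyLite luciferase luminescence | Evaluation: Percent activation versus DMSO | Control set: DMSO-treated SF-1-transfected cells as negative, DMSO-treated mock-transfected cells lacking SF-1 as background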
# TNAP act mid DEA – human TNAP enzyme activators, primary screen, biochemical, luminescent, intermediate phosphate acceptor level; Alkaline phosphatase, tissue-nonspecific isozyme (Homo sapiens), P05186; purified TNAP, CDP-star luminescence, 100 mM DEA, 30 min; hits give high values; scale: 0 levamisole-inhibited, 1 vehicle-only enzyme; activation factor at 20 µM; 64,000 tested, under 10 active; AID 813, 2007;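 active means activation factor of at least 2 at 20 µM, relative to controls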
# tolC growth inh – growth inhibitors of E. coli tolC mutant, primary screen, strain BW25113 ΔtolC::kan, 384-well; AID 573, 2007; OD615; 65,000 compounds, 2.2% hits; growth inhibition, % at 10 µM (by protocol);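 active means growth inhibition at or above a cutoff equal to the mean over every tested compound plus 3 SD, cut at about 60% in these data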;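 further: growth measured after 20 h incubation at 37 °C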
#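 Assay system: tolC-deleted E. coli BW25113. Medium: kanamycin-containing LB broth (50 µg/mL). Dosing: 10 µM final, single dose. Timing: bacterial growth with compound for 20 h at 37 °C. Detection: A615 absorbance measurement. Read-out basis: growth inhibition in percent.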
# M1 antag – antagonists of rat M1 muscarinic receptor; Muscarinic acetylcholine receptor M1 (Rattus norvegicus), P08482; CHO-M1 cells, Fluo-4 calcium, ACh EC80 antagonist mode; hits give low values; B-score at 10 µM; 64,000 compounds, 3.4% hits; AID 628, 2007;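 active means calcium fluorescence response, raw or row-and-column corrected B-score, differing from the plate sample mean either way at a set confidence level, mostly lower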
# Target sequence (P08482 whole entry, looked up): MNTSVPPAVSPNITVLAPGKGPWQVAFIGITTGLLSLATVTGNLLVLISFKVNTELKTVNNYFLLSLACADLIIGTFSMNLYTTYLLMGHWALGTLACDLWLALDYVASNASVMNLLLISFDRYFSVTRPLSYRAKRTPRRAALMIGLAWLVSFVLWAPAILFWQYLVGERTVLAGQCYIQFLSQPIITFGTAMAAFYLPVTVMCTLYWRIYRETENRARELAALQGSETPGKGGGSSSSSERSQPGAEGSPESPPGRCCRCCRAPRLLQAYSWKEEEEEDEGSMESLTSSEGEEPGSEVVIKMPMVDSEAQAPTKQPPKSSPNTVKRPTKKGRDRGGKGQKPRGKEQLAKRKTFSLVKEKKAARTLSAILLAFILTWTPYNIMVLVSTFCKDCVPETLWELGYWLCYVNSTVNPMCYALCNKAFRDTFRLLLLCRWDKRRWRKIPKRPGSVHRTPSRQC
# M1 ag – M1 muscarinic receptor agonists, primary screen, CHO-M1 cells, Fluo-4 calcium, agonist mode. AID 626, 2007. 64,000 compounds, 3% hits. Fluo-4 calcium fluorescence; hits give high values. B-score at 10 µM. Muscarinic acetylcholine receptor M1;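 active means fluorescence rise, raw or as B-score row- and column-corrected plate score, outside the 99.7% band of its plate's samples, either direction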
# NADH coupling – inhibitors of PK/LDH coupling enzymes, profiling panel, artefact control, biochemical, MLSMR library | coupled PK/LDH NADH assays, four targets | 65,000 compounds, 0.02% hits | IC50, µM (top dose mostly 10 µM), inactives show top-dose inhibition;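 active means single-dose screening hits from any of four coupled enzyme assays that gave an IC50 when retested across doses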;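 further: the DPM-DC format reads NADH fluorescence rather than 340 nm absorbance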
# RORa activator – activators of orphan receptor RORA, primary screen, cell-based, luminescence; Nuclear receptor ROR-alpha (Homo sapiens), P35398; CHO-K1 Gal4-RORA LBD luciferase reporter; percent increase over mock-subtracted basal signal; activation, % at 10 µM; 65,000 compounds, 1.5% hits;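 active means activation above the mean of all tested compounds plus 3 SD, cut at about 49% in these data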;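 further: 0% = DMSO-treated RORA cells and 100% = added signal equal to DMSO minus mock-transfected cells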
# Autofluor 339 – intrinsic fluorescence of library compounds, ex339/em460 – biochemical, MLSMR library, data from DPM-DC assay, artefact control, profiling panel; compound autofluorescence, ex339/em460 nm, NADH buffer; hits give high values; 1 = no-compound wells, NADH background; fluorescence fold increase at 10 µM; 65,000 compounds, 5.5% hits; AID 709, 2007;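 active means at 10 µM, mean starting fluorescence two-fold or more over control wells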;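 further: signal is the first read of a kinetic run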
# An asterisk follows results filed as active; · = no result given; [ ] = another dose, or the depositor's remark.
# The line under a structure holds: E coli RNAP, SF-1 act, TNAP act mid DEA, tolC growth inh, M1 antag, M1 ag, NADH coupling, RORa activator, Autofluor 339
CN(C)Cc1c(O)ccc2occ(C(=O)c3ccccc3)c12
 : 1, -10, 0.9, -12, -0.045, 0.48, 3%, -5, 1.1
CCOC(=O)c1c(NC(=O)CSc2nnc(C)c(=O)[nH]2)sc2c1CCC2
 : 2, -2, 0.9, 67*, 0.29, 0.05, 2%, -5, 1.2
COc1cc(NC(=O)c2cc(-n3cnnc3)ccc2Cl)cc(OC)c1
 : -1, 0, 0.9, -2, 0.4, -1.4, 4%, 5, 1.1
Cc1cc(Nc2nc3ccccc3[nH]c2=O)n(-c2ccccc2)n1
 : -3, -29, 1, -3, 1.2, -1.2, 3%, -17, 1.1
COc1ccc(N=Cc2c(O)[nH]c3ccccc23)cc1OC
 : -1, 60*, 0.9, 1, 0.87, 2.8, 6%, 56*, 1
CCCc1cc(=O)[nH]c(SCC(=O)c2cc(C)n(C(C)COC)c2C)n1 (stereo not drawn)
 : -3, 14, 0.9, 10, 0.0038, 0.22, 8%, -9, 1.1
CCc1nnc(NC(=O)CSc2nnc(-c3ccccc3O)n2-c2ccc(C)cc2C)s1
 : -3, 23, 1, 55, 0.28, 0.25, 3%, 36, 1.1
CCOc1ccccc1NC(=O)CSc1nnc(-c2ccccn2)n1Cc1ccco1
 : 6, 3, 0.9, 27, -0.43, 0.29, 2%, -15, 1.1
NC(Cc1ccc(Oc2ccc(O)cc2)cc1)C(=O)O (stereo not drawn)
 : 5, -7, 0.9, 7, 0.17, 0.44, 5%, -22, 1
COCCn1c(SCCCc2ccccc2)nc2c1c(=O)[nH]c(=O)n2C
 : 9, -14, 1, 9, -0.019, 0.39, 3%, -13, 1.1
COC(=O)c1ccccc1NC(=O)CSc1nnc(C(CO)NC(=O)c2ccccc2)n1C (stereo not drawn)
 : -3, -16, 1, -4, -0.11, -0.0017, 2%, -12, 1.1
COc1ccccc1N1CC(C(=O)OCC(=O)c2ccc(F)cc2)CC1=O (stereo not drawn)
 : 5, 1, 1, -9, -0.68, 0.097, 12%, 0, 1.1
CCC1(C)Cc2c(c(=O)n(-c3ccccc3)c3ncnc(N)c23)CO1 (stereo not drawn)
 : 7, 6, 0.9, -14, 0.2, 0.13, 7%, -10, 2
CCOC(=O)c1c(C)[nH]c(C(C)=O)c1C
 : -6, -1, 0.9, -7, 0.091, -0.47, 3%, -23, 1.1
C=CCn1c(=O)[nH]c2cc(C(=O)N3CCN(c4cc(C)ccc4C)CC3)ccc2c1=O
 : 3, 1, 0.8, 18, 1.1, -0.77, 2%, 0, 0.97

# Part of the list above, as comma-separated lines.
SMILES,E coli RNAP,SF-1 act,TNAP act mid DEA,tolC growth inh,M1 antag,M1 ag,NADH coupling,RORa activator,Autofluor 339
C=CCn1c(=O)[nH]c2cc(C(=O)N3CCN(c4cc(C)ccc4C)CC3)ccc2c1=O,3,1,0.8,18,1.1,-0.77,2%,0,0.97
COCCn1c(SCCCc2ccccc2)nc2c1c(=O)[nH]c(=O)n2C,9,-14,1,9,-0.019,0.39,3%,-13,1.1

# The listing continues.
# The line under a structure holds: E coli RNAP, SF-1 act, TNAP act mid DEA, tolC growth inh, M1 antag, M1 ag, NADH coupling, RORa activator, Autofluor 339
O=C(Cn1cccc1C(=O)c1ccccc1)NCc1ccccn1
 : 8, 12, 1, -2, -0.21, -0.64, 4%, -15, 1.1
Cc1cc(=O)oc2cc(OCC3CC(c4ccc(N(C)C)cc4)=NO3)ccc12 (stereo not drawn)
 : ·, -6, 0.8, -4, -0.073, -0.54, 8%, 10, 1.2
CC(=O)Nc1ccc(NC(=O)Cn2cc3c(n2)CCCC3)cc1
 : -1, 6, 0.9, -13, -0.93, -0.32, 6%, -4, 1.1
Cc1occc1-c1nnc(SCC(=O)Nc2ccccc2-c2ccccc2)n1C
 : 4, 1, 0.9, 4, -0.59, -1.3, 5%, -18, 1.1
CCOC(=O)CC(=O)Nc1ccccc1C(=O)O
 : 4, ·, 0.9, -7, 0.75, 0.32, 3%, ·, 1.1
CCC(=O)N(Cc1cc2cc(C)c(C)cc2[nH]c1=O)C1CCCCC1
 : -8, 14, 1, -25, -0.13, 0.4, 7%, -27, 1.1
Cc1ccccc1C(OCC(O)CN1CCCCC1CCO)c1ccccc1 (stereo not drawn)
 : 11, -8, 1, -4, -3.7*, -0.14, 5%, -8, 1.1
Cc1ccc(S(=O)(=O)N2CCCC2C(=O)NC2=NCCS2)cc1 (stereo not drawn)
 : 1, -4, 1, -18, 0.16, 0.43, 4%, 27, 1.1
CCCN1CCC(NC(=O)Nc2ccc(OC)c(OC)c2)CC1
 : 6, -3, 0.9, 4, -0.24, -0.043, 2%, -3, 1.1
OCCNc1nc(N2CCN(Cc3ccccc3)CC2)nc2ccccc12
 : 8, 10, 1, 21, -0.45, 0.12, 12%, -5, 2*
COc1ccc2cc3cc(C(=O)N4CCN(Cc5ccc6c(c5)OCO6)CC4)oc3nc2c1
 : 13, 9, 0.9, 22, 0.7, 3, 8%[fluoresces], 8, 5*
O=c1nc(-c2ccccc2)c2ccccc2[nH]1
 : 6, 19, 0.9, -18, -0.96, 0.034, 15%, 13, 2.7*
O=C(Nc1ccc2c(c1)OCO2)c1cccs1
 : 4, 61*, 0.9, 2, 0.042, 0, 6%, 26, 1.1
CSc1nc2ccccc2n1CC(=O)Nc1ccc(C)c(C)c1
 : 10, -11, 0.9, 37, 0.28, -0.54, 0%, -4, 1.1
CCOC(=O)N1CCN(Cc2nc(-c3ccccc3)no2)CC1
 : 7, 29, 1, -4, 0.3, -1.1, 2%, 10, 1.1

# Five records picked at random from those above, as already listed:
# The line under a structure holds: E coli RNAP, SF-1 act, TNAP act mid DEA, tolC growth inh, M1 antag, M1 ag, NADH coupling, RORa activator, Autofluor 339
Cc1ccccc1C(OCC(O)CN1CCCCC1CCO)c1ccccc1 (stereo not drawn)
 : 11, -8, 1, -4, -3.7*, -0.14, 5%, -8, 1.1
Cc1ccc(S(=O)(=O)N2CCCC2C(=O)NC2=NCCS2)cc1 (stereo not drawn)
 : 1, -4, 1, -18, 0.16, 0.43, 4%, 27, 1.1
O=c1nc(-c2ccccc2)c2ccccc2[nH]1
 : 6, 19, 0.9, -18, -0.96, 0.034, 15%, 13, 2.7*
CCOC(=O)CC(=O)Nc1ccccc1C(=O)O
 : 4, ·, 0.9, -7, 0.75, 0.32, 3%, ·, 1.1
COc1ccc2cc3cc(C(=O)N4CCN(Cc5ccc6c(c5)OCO6)CC4)oc3nc2c1
 : 13, 9, 0.9, 22, 0.7, 3, 8%[fluoresces], 8, 5*

# (continued)
# The line under a structure holds: E coli RNAP, SF-1 act, TNAP act mid DEA, tolC growth inh, M1 antag, M1 ag, NADH coupling, RORa activator, Autofluor 339
CC(=O)C1C(c2ccc(O)cc2)NC(=O)NC1(O)C(F)(F)F (stereo not drawn)
 : 3, -23, 1, -9, 0.55, 0.014, 5%, 2, 1.1
Cc1cc(C)cc(N(CC(=O)NCc2ccco2)C(=O)CCC(=O)Nc2ccccn2)c1
 : 2, 3, 0.9, 3, 0.53, -0.11, 3%, 8, 1.1
COCCSc1ccccc1C(=O)NCc1ccco1
 : 6, -21, 0.9, -12, 1.2, 0.52, 3%, -31, 1.1
O=C(CSc1nc2ccccc2c(=O)n1CC1CCCO1)N1CCN(c2ccccc2)CC1 (stereo not drawn)
 : 5, -11, 1, 30, 1.3, 0.13, 3%, -10, 1.1
CCCCCCn1c(CN2CCC(C)CC2)nc2c1c(=O)n(C)c(=O)n2C
 : ·, -10, ·, 53, -0.3, -0.2, 3%, 3, 1.1
c1ccc(-n2ncc3c2ncn2c(CSc4nc5ccccc5s4)nnc32)cc1
 : 0, -3, 1, -7, -0.35, -0.86, 7%, -25, 1.8
C=CCn1c(N)c(-c2nc3ccccc3n2C)sc1=S
 : 10, -10, 1, 10, 0.71, -0.23, 7%, 20, 1.5
Cc1nn(C)c(C)c1CNC(=O)c1nn2c(c1Cl)NC(c1cccs1)CC2C(F)(F)F (stereo not drawn)
 : -4, 0, 0.9, 2, 0.72, -1.2, 7%, -22, 1.1
O=C(CCC(=O)Nc1ccc(Oc2ccccc2)cc1)NCCO
 : 5, 15, 0.9, -6, -0.0092, 0.6, 6%, -11, 1.1
Cn1c(=O)oc2cc(S(=O)(=O)NCCC(=O)NC3CCCc4ccccc43)ccc21 (stereo not drawn)
 : 6, 0, 1, -10, 0.19, -0.01, 0%, -23, 1.1
CC1(c2ccc3c(c2)OCO3)NC(=O)N(CC(=O)Nc2ccc(N3CCOCC3)cc2)C1=O (stereo not drawn)
 : 7, 2, 1, -2, 0.14, 0.016, 9%, 2, 1
Cc1ccc(S(=O)(=O)NCC2CCC(C(=O)NCCCN3CCOCC3)CC2)cc1 (stereo not drawn)
 : -9, 4, 0.9, -11, -0.99, 0.49, 3%, -1, 1.1
CCOC(=O)c1c(C)[nH]c(C(=O)CN2CCOCC2)c1C
 : 7, 8, 0.9, 3, 0.73, -0.19, 3%, -9, 1.1
O=C1c2cccnc2C(=O)N1C1CCCCC1
 : -3, -22, 1, -4, -0.13, 0.48, 5%, -14, 1.1
CN(C)c1ccc(NC(=O)CSc2nc3ccccc3c(=O)n2C2CCCCC2)cc1
 : 3, -22, 0.9, 16, 0.61, 1.3, 4%, -12, 1

# (listing goes on)
# The line under a structure holds: E coli RNAP, SF-1 act, TNAP act mid DEA, tolC growth inh, M1 antag, M1 ag, NADH coupling, RORa activator, Autofluor 339
Cc1cccc2cc(C#N)c(NCCNS(=O)(=O)c3ccc4c(c3)OCCO4)nc12
 : -12, 17, 1, 13, 0.73, -0.18, 8%, -7, 2.1*
O=C(COc1ccc(-n2cnnn2)cc1)NC1CCCCC1
 : 5, -1, 0.9, -8, 0.17, -0.065, 6%, -5, 1.1
O=c1c2c(nc3nc(COc4ccccc4)[nH]n13)CCC2
 : 5, 8, 0.9, -5, 0.82, 0.65, 1%, -8, 1
O=C(c1cc2nc(-c3ccccc3)cc(-c3ccccc3)n2n1)N1CCN(C(=O)c2ccco2)CC1
 : 1, 18, 0.9, 55, -0.82, 3.5*, 9%[fluoresces], -4, 3.7*
